D2 agonist: activates the human D2 dopamine receptor. P14416. actives 0.53% (n = 340,000). activation, % at 2 µM. HEK293 T-REx D2 cells, calcium flux agonist mode;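 active means activation over 3 SD above normal in the single-dose calcium agonist read, cut at about 30% in these data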; further: 0% is about no effect
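Tetracycline-induced HEK293 Trex cells with D2 receptor force-coupled to calcium signaling, plated overnight at 30 C and loaded with no-wash calcium dye. Calcium flux read kinetically for 180 s after compound addition; responses flag agonists.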
TRHR PAM: allosteric enhancers of human TRH receptor; P34981; TRHR cells, fluo-8 calcium fluorescence, EC20 TRH enhancement; enhancement, % at 2 µM; actives 0.66% (n = 360,000); in the data active means enhancement above about 30%; further: 0% is about no effect
Target sequence (P34981 whole entry, looked up): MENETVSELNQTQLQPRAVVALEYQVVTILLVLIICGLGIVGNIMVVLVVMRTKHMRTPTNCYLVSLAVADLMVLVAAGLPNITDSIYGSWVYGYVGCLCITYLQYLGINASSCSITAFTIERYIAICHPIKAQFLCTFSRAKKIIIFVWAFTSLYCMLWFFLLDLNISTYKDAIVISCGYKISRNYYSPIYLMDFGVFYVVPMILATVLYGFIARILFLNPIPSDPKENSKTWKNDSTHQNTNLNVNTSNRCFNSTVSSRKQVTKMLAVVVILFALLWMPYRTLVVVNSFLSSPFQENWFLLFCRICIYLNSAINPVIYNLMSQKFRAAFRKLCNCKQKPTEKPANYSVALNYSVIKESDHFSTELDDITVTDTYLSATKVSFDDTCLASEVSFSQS
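TRHR-expressing cells loaded with fluo-8 calcium dye were read kinetically (ex 480/em 530) during compound addition, then stimulated with an EC20 of TRH (10 nM final). Enhancement of the Gq-mediated intracellular calcium response was scored.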
TRHR agonist: agonists of human TRH receptor | TRHR cells, calcium flux fluo-8, FDSS agonist mode | activation, % at 2 µM | actives 0.18% (n = 360,000); further: 0% is about no effect
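TRHR-expressing cells, plated overnight in medium with 10% serum, were loaded with fluo-8 calcium dye at room temperature. After a 10 s baseline, library compound was pin-added and calcium release was recorded kinetically (ex 480/em 530) as agonist response.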
D1 potentiator: enhances dopamine response at the human D1 receptor. P21728. HEK293 TREx D1 cells, calcium flux, dopamine EC20 potentiation. potentiation, % at 10 µM. actives 0.036% (n = 360,000). AID 504651; in the data active means potentiation above about 30%; further: 0% is about no effect
Target sequence (P21728 whole entry, looked up): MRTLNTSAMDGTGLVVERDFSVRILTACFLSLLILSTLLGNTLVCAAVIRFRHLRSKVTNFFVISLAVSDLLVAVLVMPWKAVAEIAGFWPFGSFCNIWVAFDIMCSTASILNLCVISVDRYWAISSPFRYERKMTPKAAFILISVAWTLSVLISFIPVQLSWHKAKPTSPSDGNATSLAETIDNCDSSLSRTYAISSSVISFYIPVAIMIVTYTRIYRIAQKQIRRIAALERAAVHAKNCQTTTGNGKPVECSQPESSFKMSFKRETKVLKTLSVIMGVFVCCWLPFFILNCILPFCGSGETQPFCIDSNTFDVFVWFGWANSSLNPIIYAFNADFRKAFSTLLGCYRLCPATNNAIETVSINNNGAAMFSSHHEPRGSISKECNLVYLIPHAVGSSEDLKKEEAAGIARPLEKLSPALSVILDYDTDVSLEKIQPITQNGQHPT
D2 potentiator: positively modulates the human D2 dopamine receptor allosterically. HEK293 T-REx D2, calcium flux, EC20 dopamine potentiation. potentiation, % at 10 µM. actives 0.34% (n = 340,000). AID 485347;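 active means potentiation over 3 SD above the plate norm, cut at about 30% in these data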; further: 0% is about no effect
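Tetracycline-induced HEK293 T-REx cells force-coupled to calcium signalling expressed D2; compounds were pin-added after a 10 s baseline, read kinetically 180 s, then an EC20 dopamine challenge followed with a further 180 s calcium read.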
D1 agonist: agonists of human D1 dopamine receptor; actives 1% (n = 360,000); P21728; AID 504660; activation, % at 2 µM; HEK293 T-REx D1 cells, calcium flux, agonist mode; further: 0% is about no effect
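Inducible HEK293 T-REx D1 cells, force-coupled to calcium signalling, were plated at 4000 cells/well with tetracycline and held overnight at 30 C. After no-wash calcium dye loading, compound-evoked calcium rise over 180 s flagged agonists.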
D1 antag: blocks dopamine activation of the human D1 receptor | actives 3.2% (n = 360,000) | HEK293 TREx D1 cells, calcium flux, dopamine EC80; hits give low values | P21728 | activity change, negative = inhibition, % at 10 µM | AID 504652; in the data active means activity change below about -30%; further: on the % scale 0 is the no-effect control and ±100 the full control effect
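Using tetracycline-induced force-coupled D1 Hek293 cells and a calcium dye, signals were followed for 180 s after compound, then for 180 s after EC80 dopamine, to detect inhibitors.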
D2 antag: D2 dopamine receptor (human) antagonism. P14416. HEK293 TREx D2 cells, calcium flux, dopamine EC80. inhibition, % at 10 µM. actives 2% (n = 340,000); in the data active means inhibition above about 30%; further: 0% is about no effect
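Calcium mobilization kinetics were recorded at 1 s intervals in tetracycline-induced HEK293 T-REx D2 cells, first for 180 s after compound addition and then 180 s after EC80 dopamine.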
RXFP1 antagonist: blocks the human relaxin receptor RXFP1; Q9HBX9; HEK293-RXFP1, relaxin-stimulated cAMP HTRF, 30 min; hits give low values; activity change, negative = inhibition, % at 57.5 µM; actives 0.59% (n = 350,000); AID 1259400;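 active means activity change of -60% or lower, but not beyond a set lower limit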; further: on the % scale 0 is the no-effect control and ±100 the full control effect
Starred values were filed as active, the others as inactive. Unless noted, no stated cut-off is given here; in the data, active means activation above about 30%; inactive means the rest.

Screening Cc1ccc2nc(Nc3ccc(C)c(Cl)c3)c3nncn3c2c1 returned D2 agonist -0.9, TRHR PAM -3, TRHR agonist 0.6, D1 potentiator -2, D2 potentiator -9, D1 agonist 18, D1 antag 1, D2 antag -42 and RXFP1 antagonist 1.
Screening Cc1ccc(N2CC(C(=O)Nc3nnc(C(C)C)s3)CC2=O)cc1 (stereo not drawn) returned D2 agonist -1.7, TRHR PAM 1, TRHR agonist -1.5, D1 potentiator -4, D2 potentiator 0, D1 agonist 0, D1 antag -7, D2 antag -15 and RXFP1 antagonist 9.
Screening Cc1nn(-c2ccc(F)cc2)c(Cl)c1/C=C/C(=O)OCC(=O)Nc1c(F)c(F)c(F)c(F)c1F returned D2 agonist -1.0, TRHR PAM 2, TRHR agonist -0.1, D1 potentiator -4, D2 potentiator -11, D1 agonist 3, D1 antag -1, D2 antag 4 and RXFP1 antagonist -3.
`Cc1ccccc1CNC(=O)CCC(=O)N1CCSc2ccccc21` gave D2 agonist 0.3, TRHR PAM -5, TRHR agonist 0.1, D1 potentiator -2, D2 potentiator 1, D1 agonist 3, D1 antag 3 and RXFP1 antagonist 0.
`N#Cc1c(NC(=O)CSc2nnc(-c3ccccc3)o2)sc2c1CCCC2` gave D2 agonist 0.0, TRHR PAM -2, TRHR agonist -0.1, D1 potentiator -1, D2 potentiator 5, D1 agonist 0, D1 antag -5, D2 antag 16 and RXFP1 antagonist 7.
Cc1n[nH]c(=O)c2c(NC(=O)CSc3nncn3C(C)C)oc(C)c12 was read as D2 agonist 0.1, TRHR PAM -3, TRHR agonist 0.4, D1 potentiator -7, D2 potentiator 2, D1 agonist 1, D1 antag 2, D2 antag -7 and RXFP1 antagonist -1.
Screening CCOc1ccc(NN=C(C(=O)OC)C(=O)OC)c([N+](=O)[O-])c1 returned D2 agonist -0.6, TRHR PAM -1, TRHR agonist 1.3, D1 potentiator 4, D2 potentiator 3, D1 agonist 0, D1 antag 6, D2 antag 15 and RXFP1 antagonist -5.
Cc1ccc2c(CN3CCC(C)CC3)cc(=O)oc2c1 was read as D2 agonist 0.1, TRHR PAM -2, TRHR agonist 0.3, D1 potentiator -5, D2 potentiator -17, D1 agonist 1, D1 antag -14, D2 antag -26 and RXFP1 antagonist 6.
COc1ccc(C(=O)c2cn(CC(=O)Nc3ccc4c(c3)OCO4)c3ccc(OC)cc3c2=O)cc1 was read as D2 agonist 0.2, TRHR PAM -2, TRHR agonist 0.2, D1 potentiator 0, D1 agonist 1, D1 antag 8 and RXFP1 antagonist -24.
For O=C(NC1CCCCC1)C1CCN(C(=O)c2ccc(Cl)cc2)CC1 the results were D2 agonist -0.3, TRHR PAM -2, TRHR agonist -0.2, D1 potentiator -2, D2 potentiator -4, D1 agonist 3, D1 antag 12, D2 antag 0 and RXFP1 antagonist -7.
O=S(=O)(CCc1nc2ccccc2s1)c1ccc(Cl)cc1 was read as D2 agonist 0.1, TRHR PAM 5, TRHR agonist -0.1, D1 potentiator 1, D2 potentiator 0, D1 agonist 0, D1 antag -10, D2 antag -8 and RXFP1 antagonist 5.
`Cc1ccc(OCCN2C(=O)c3ccccc3C2=O)c(C)c1` gave D2 agonist 0.6, TRHR PAM 0, TRHR agonist 0.5, D1 potentiator -5, D2 potentiator -5, D1 agonist 2, D1 antag -12, D2 antag 12 and RXFP1 antagonist -6.
Nc1ncccc1OCc1ccc(Br)cc1 was read as D2 agonist -0.5, TRHR PAM 9, TRHR agonist 0.3, D1 potentiator -3, D2 potentiator -3, D1 agonist 18, D1 antag -16, D2 antag -3 and RXFP1 antagonist 4.
For Cc1ccc(-c2noc(CN(C(=O)Cc3ccccc3)C(C)C)n2)cc1 the results were D2 agonist 0.8, TRHR PAM 1, TRHR agonist -0.2, D1 potentiator -8, D2 potentiator -8, D1 agonist 4, D1 antag -12, D2 antag -10 and RXFP1 antagonist -27.
COc1ccccc1C(=O)NCCC(=O)N(C)Cc1cccnc1 was read as D2 agonist 0.9, TRHR PAM 1, TRHR agonist 0.1, D2 potentiator 6, D1 agonist 4, D1 antag 6, D2 antag 1 and RXFP1 antagonist 0.

Not a retest: an excerpt of the list.
Screening Cc1ccc2nc(Nc3ccc(C)c(Cl)c3)c3nncn3c2c1 returned D2 agonist -0.9, TRHR PAM -3, TRHR agonist 0.6, D1 potentiator -2, D2 potentiator -9, D1 agonist 18, D1 antag 1, D2 antag -42 and RXFP1 antagonist 1.
Screening Cc1ccc(N2CC(C(=O)Nc3nnc(C(C)C)s3)CC2=O)cc1 (stereo not drawn) returned D2 agonist -1.7, TRHR PAM 1, TRHR agonist -1.5, D1 potentiator -4, D2 potentiator 0, D1 agonist 0, D1 antag -7, D2 antag -15 and RXFP1 antagonist 9.
Screening Cc1nn(-c2ccc(F)cc2)c(Cl)c1/C=C/C(=O)OCC(=O)Nc1c(F)c(F)c(F)c(F)c1F returned D2 agonist -1.0, TRHR PAM 2, TRHR agonist -0.1, D1 potentiator -4, D2 potentiator -11, D1 agonist 3, D1 antag -1, D2 antag 4 and RXFP1 antagonist -3.
`Cc1ccccc1CNC(=O)CCC(=O)N1CCSc2ccccc21` gave D2 agonist 0.3, TRHR PAM -5, TRHR agonist 0.1, D1 potentiator -2, D2 potentiator 1, D1 agonist 3, D1 antag 3 and RXFP1 antagonist 0.
`N#Cc1c(NC(=O)CSc2nnc(-c3ccccc3)o2)sc2c1CCCC2` gave D2 agonist 0.0, TRHR PAM -2, TRHR agonist -0.1, D1 potentiator -1, D2 potentiator 5, D1 agonist 0, D1 antag -5, D2 antag 16 and RXFP1 antagonist 7.
Cc1n[nH]c(=O)c2c(NC(=O)CSc3nncn3C(C)C)oc(C)c12 was read as D2 agonist 0.1, TRHR PAM -3, TRHR agonist 0.4, D1 potentiator -7, D2 potentiator 2, D1 agonist 1, D1 antag 2, D2 antag -7 and RXFP1 antagonist -1.
Screening CCOc1ccc(NN=C(C(=O)OC)C(=O)OC)c([N+](=O)[O-])c1 returned D2 agonist -0.6, TRHR PAM -1, TRHR agonist 1.3, D1 potentiator 4, D2 potentiator 3, D1 agonist 0, D1 antag 6, D2 antag 15 and RXFP1 antagonist -5.

The list continues:
Screening O=C(CN1C(=O)NC2(CCCc3ccccc32)C1=O)N1CCN(C(=O)c2ccco2)CC1 (stereo not drawn) returned D2 agonist 4.9, TRHR PAM -2, TRHR agonist 1.1, D1 potentiator -6, D2 potentiator 1, D1 agonist 3, D1 antag -4, D2 antag -29 and RXFP1 antagonist -24.
For Cc1c(Cl)c([N+](=O)[O-])nn1CCCC(=O)Nc1sc2c(c1C#N)CCC2 the results were D2 agonist 0.3, TRHR PAM -4, TRHR agonist -0.1, D1 potentiator 0, D2 potentiator -10, D1 agonist 1, D1 antag 1, D2 antag -3 and RXFP1 antagonist 10.
`S=C(NC1CCCC1)N1CCN(c2cccc(Cl)c2)CC1` gave D2 agonist -0.1, TRHR PAM -2, TRHR agonist -0.2, D1 potentiator -9, D2 potentiator 1, D1 agonist 2, D1 antag -14, D2 antag -8 and RXFP1 antagonist 1.
`O=c1cc(-c2ccccc2)nc(N2CCCCC2)[nH]1` gave D2 agonist 0.4, TRHR PAM -1, TRHR agonist 0.5, D1 potentiator -10, D2 potentiator -6, D1 agonist 2, D1 antag -3, D2 antag -7 and RXFP1 antagonist -7.
Screening Cc1cc(OCC(=O)NC2CCCCC2)ccc1Cl returned D2 agonist -2.2, TRHR PAM 0, TRHR agonist -0.2, D1 potentiator -7, D2 potentiator -3, D1 agonist -1, D1 antag -1, D2 antag -2 and RXFP1 antagonist -5.
CCc1ncc(CN2CCC(C(=O)Nc3cccc(-c4cscn4)c3)CC2)cn1 was read as D2 agonist -0.2, TRHR PAM -2, TRHR agonist -0.8, D1 potentiator 1, D2 potentiator -16, D1 agonist 6, D1 antag -14, D2 antag 2 and RXFP1 antagonist -7.
`C=CCn1c(-c2ccc(C)cc2)nc2ccccc21` gave D2 agonist 0.4, TRHR PAM -12, TRHR agonist -1.6, D1 potentiator -4, D2 potentiator 7, D1 agonist 7, D1 antag -16, D2 antag 14 and RXFP1 antagonist 0.
CC(C)Oc1ccccc1/C=N/NC(=O)c1ccc(F)cc1 was read as D2 agonist 0.5, TRHR PAM 2, TRHR agonist 0.0, D1 potentiator -1, D2 potentiator -23, D1 agonist 0, D1 antag -4, D2 antag -3 and RXFP1 antagonist -15.
`CCCNS(=O)(=O)/C=C/c1ccccc1` gave D2 agonist 0.8, TRHR PAM 1, TRHR agonist -1.1, D1 potentiator -2, D2 potentiator 1, D1 agonist 4, D1 antag -23, D2 antag 0 and RXFP1 antagonist 12.
For O=S(=O)(NC1=NCCCCC1)c1ccccc1Cl the results were D2 agonist 0.7, TRHR PAM -2, TRHR agonist 0.0, D1 potentiator -6, D2 potentiator 9, D1 agonist 1, D1 antag -2, D2 antag -9 and RXFP1 antagonist -7.
`Oc1ccccc1CNc1cccc2cccnc12` gave D2 agonist -0.7, TRHR PAM -5, TRHR agonist 0.4, D1 potentiator -4, D2 potentiator -22, D1 agonist 3, D1 antag -5, D2 antag 6 and RXFP1 antagonist 5.
For C=CCn1c(SC(CCO)C(=O)NCc2ccco2)nc2sc3c(c2c1=O)CCC3 (stereo not drawn) the results were D2 agonist -0.3, TRHR PAM -6, TRHR agonist 0.0, D1 potentiator -2, D2 potentiator -3, D1 agonist 0, D1 antag -9, D2 antag 14 and RXFP1 antagonist -5.
Screening COc1cc(C#Cc2c(-c3cncn3C)n(C)c3ccc(-c4ccc(OC)c(OC)c4)cc23)cc(OC)c1 returned D2 agonist 0.4, TRHR PAM 3, TRHR agonist -0.1, D1 potentiator -5, D2 potentiator 7, D1 agonist 2 and D2 antag 1.
`O=C(O)COc1ccccc1/C=N/NC(=O)CN1CCN(Cc2ccc(Cl)cc2)CC1` gave D2 agonist 1.3, TRHR PAM -6, TRHR agonist 0.1, D1 potentiator -2, D2 potentiator -3, D1 agonist 0, D1 antag 4, D2 antag -8 and RXFP1 antagonist 5.
For CC1CN(C(=O)c2cccc(S(=O)(=O)Nc3ccc(Cl)cc3)c2)CC(C)O1 (stereo not drawn) the results were D2 agonist 0.9, TRHR PAM -2, TRHR agonist 1.0, D1 potentiator -5, D2 potentiator 0, D1 agonist 7, D1 antag 2, D2 antag 3 and RXFP1 antagonist 6.
CSCCC(NC(=O)c1ccco1)C(=O)NCC1CCCCC1 (stereo not drawn) was read as D2 agonist 0.4, TRHR PAM -1, TRHR agonist -0.3, D1 potentiator -3, D2 potentiator -10, D1 agonist -1, D1 antag 6, D2 antag 9 and RXFP1 antagonist 5.
`Cc1cccc(CCNC(=O)Cn2ncc3c([nH]c4ccc(C)cc43)c2=O)c1` gave D2 agonist 0.6, TRHR PAM 20, TRHR agonist 1.1, D1 potentiator 15, D2 potentiator 2, D1 agonist 0, D1 antag 5, D2 antag -10 and RXFP1 antagonist 16.
For O=C(CSc1nnnn1-c1ccc(O)cc1)c1ccc(F)cc1 the results were D2 agonist -1.1, TRHR PAM 2, TRHR agonist -0.5, D1 potentiator 1, D2 potentiator 6, D1 agonist 13, D1 antag -4, D2 antag 8 and RXFP1 antagonist 2.

Source: PubChem (National Center for Advancing Translational Sciences (NCATS))
